Arr AP2 block: inhibitors of human beta-arrestin and AP2 interaction; actives 0.31% (n = 340,000); FITC-arrestin peptide / GST-AP2 beads, flow cytometry; AP2 beta2 appendage carries R879A mutation; AID 504490; inhibition, % at 10 µM;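 active = inhibition above a set limit, near 3 SD of compounds lacking own fluorescence, cut at about 54% in these data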;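 note: plate controls were DMSO wells for no effect and 5 µM unlabelled arrestin peptide for full effect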
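system = GST-tagged AP2 beta2-adaptin appendage (R879A) on 4 µm glutathione beads | reagent = FITC-labelled arrestin peptide probe, 50 nM final | schedule = compound with beads 12 min RT, then probe 1 h RT | signal = HyperCyt-sampled flow cytometry, FL1 channel, ex 488/em 535 nm | read-out = percent response from loss of bead-bound FITC fluorescence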
CAL PDZ FP-1: human CAL PDZ-peptide interaction inhibition; AID 504414; inhibition, % at 20 µM; purified CAL PDZ, TMR-peptide fluorescence polarization, 1 h; Q9HD26; actives 0.02% (n = 330,000);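 active = highest replicate inhibition of at least 40%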;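 note: plate controls were DMSO neutral control wells for no effect and unlabeled competitor peptide control wells for full effect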
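Material – purified CerCALP PDZ construct · Detection – FP readout, S and P plane fluorescence · Measure – percent inhibition from loss of millipolarization · Controls – unlabelled peptide for full inhibition, DMSO wells as neutral · Probe or stimulus – TMR-labelled reporter peptide T*-PRC34 bound in PDZ groove · Times – 1 h at RT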
LANA DNA inh: blocks KSHV LANA C-terminal domain binding to DNA; actives 0.078% (n = 340,000); MBP-C-LANA/FAM-LBS DNA binding, fluorescence polarization; inhibition, % at 9 µM;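 active = highest replicate inhibition at or above 60% at 9 µM, even if other replicates fall short; inactive = all replicates below 60% inhibition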;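 note: 0% = neutral control wells and 100% = 4 µM acridine orange control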
NSD2 inh: NSD2 (human) methyltransferase inhibition. O96028. NSD2 peptide methylation, AlphaScreen, 120 min. inhibition, % at 12.5 µM. actives 0.54% (n = 310,000). AID 743445; in the data active = inhibition above about 50%
Target sequence (O96028 whole entry, looked up): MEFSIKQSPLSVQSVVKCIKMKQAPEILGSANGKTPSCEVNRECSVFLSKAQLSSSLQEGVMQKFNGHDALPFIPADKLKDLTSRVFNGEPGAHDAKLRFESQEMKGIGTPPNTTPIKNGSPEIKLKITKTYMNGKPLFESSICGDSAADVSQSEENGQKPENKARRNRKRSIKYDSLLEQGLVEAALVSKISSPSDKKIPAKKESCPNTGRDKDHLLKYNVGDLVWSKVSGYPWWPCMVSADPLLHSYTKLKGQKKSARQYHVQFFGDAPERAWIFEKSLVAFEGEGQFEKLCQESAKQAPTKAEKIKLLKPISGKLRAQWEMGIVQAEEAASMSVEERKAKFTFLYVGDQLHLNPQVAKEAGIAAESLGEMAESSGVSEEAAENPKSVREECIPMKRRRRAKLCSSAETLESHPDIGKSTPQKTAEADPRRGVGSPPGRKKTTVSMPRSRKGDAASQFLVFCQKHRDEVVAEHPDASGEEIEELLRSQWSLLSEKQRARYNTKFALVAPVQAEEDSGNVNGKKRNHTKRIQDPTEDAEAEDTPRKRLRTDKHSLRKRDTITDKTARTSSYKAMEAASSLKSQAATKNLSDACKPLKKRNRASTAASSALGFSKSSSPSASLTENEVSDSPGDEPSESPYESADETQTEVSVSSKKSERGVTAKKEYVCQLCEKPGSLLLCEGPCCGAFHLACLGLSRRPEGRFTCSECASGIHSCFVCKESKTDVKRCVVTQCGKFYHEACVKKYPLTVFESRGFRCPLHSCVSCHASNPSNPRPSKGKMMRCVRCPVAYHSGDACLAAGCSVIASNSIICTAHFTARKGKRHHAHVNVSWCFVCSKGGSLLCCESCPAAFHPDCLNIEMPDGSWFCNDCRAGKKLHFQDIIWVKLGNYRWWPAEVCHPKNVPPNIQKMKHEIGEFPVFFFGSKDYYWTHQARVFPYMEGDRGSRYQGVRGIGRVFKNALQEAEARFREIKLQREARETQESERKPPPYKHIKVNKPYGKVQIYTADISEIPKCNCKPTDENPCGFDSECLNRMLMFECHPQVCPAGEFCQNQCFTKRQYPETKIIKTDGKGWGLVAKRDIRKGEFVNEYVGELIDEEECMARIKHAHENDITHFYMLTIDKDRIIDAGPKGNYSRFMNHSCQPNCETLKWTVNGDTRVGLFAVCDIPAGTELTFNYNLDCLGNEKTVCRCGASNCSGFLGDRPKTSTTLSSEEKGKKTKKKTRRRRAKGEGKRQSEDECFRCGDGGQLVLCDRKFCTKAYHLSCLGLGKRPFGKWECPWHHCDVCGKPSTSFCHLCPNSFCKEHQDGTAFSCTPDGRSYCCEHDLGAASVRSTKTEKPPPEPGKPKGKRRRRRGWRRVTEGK
Keap1-Nrf2 PPI: Keap1-Nrf2 (human) interaction inhibition; inhibition, % at 9.4 µM; Q14145; Keap1 Kelch-Nrf2 peptide fluorescence polarization, 1536-well; actives 0.15% (n = 340,000); in the data active = inhibition above about 12%;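 note: human Keap1 Kelch domain with fluorescein labeled Nrf2 9mer peptide probe; 0% = neutral control wells and 100% = peptide positive control; higher means more block of Keap1 binding to Nrf2 peptide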
DAGLB inh: blocks human DAGLB lipase activity; HEK293T DAGLB membrane lysate, EnzChek fluorogenic substrate; actives 0.059% (n = 340,000); inhibition, % at 5.17 µM; in the data active = inhibition above about 34%;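 note: 0% = enzyme with vehicle and 100% = wells lacking enzyme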
Pemphigus Ab inh: human desmoglein-3 autoantibody binding inhibition; P32926; DSG3-coupled beads, scFv-anti-DSG3-GFP binding, flow cytometry; stronger effect = lower value; binding (percent of control), % at 10 µM; actives 0.48% (n = 310,000);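 active = binding more than 3 SD below its plate's average and above zero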;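 note: hits lower antibody fragment binding to DSG3; some compounds called inactive have numbers as strong as hits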
V-ATPase pHluor: yeast V-ATPase proton transport regulation by pHLuorin; actives 0.37% (n = 350,000); S. cerevisiae, pHLuorin cytosolic pH fluorescence; response, % at 10 µM; AID 504577; in the data active = response mostly above about 7.3%, no sharp cut-off; inactive = mostly below about 5.4%; note: actives read high; inactives centre near 0; some compounds called inactive have numbers as strong as hits
RTF Ca sens inh: cardiac RTF calcium desensitization | P19429+P45379 | IANBD-labeled cardiac RTF, Ca2+ fluorescence | inhibition, % at 7.15 µM | actives 0.12% (n = 340,000) | AID 493244;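 active = inhibition above the mean inhibition of all tested compounds plus 3 SD, cut at about 17% in these data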;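 note: assay run at fixed EC70 calcium of 1.6 mM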
CAL PDZ FP-2: inhibitors of human CAL PDZ peptide binding; Q9HD26; purified CAL PDZ, TMR-peptide fluorescence polarization, 1 h; inhibition, % at 24.9 µM; actives 0.92% (n = 300,000); AID 602252;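 active = mean inhibition of at least 30% with at least half of replicates also reaching 30%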;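 note: 0% = DMSO neutral control and 100% = excess unlabeled competitor peptide PRC23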
Numbers without * were called inactive; nt = not tested or not shown. A portion of the library; the hit share may differ from the screen's.

compound,Keap1-Nrf2 PPI,CAL PDZ FP-2,LANA DNA inh,RTF Ca sens inh,CAL PDZ FP-1,Arr AP2 block,NSD2 inh,Pemphigus Ab inh,DAGLB inh,V-ATPase pHluor
COc1ccc(CNc2c(CO)cnc3c2cnn3C)cc1,-2.6,-3.1,1.4,3.5,-0.4,24.9,-3.6,105.9,0.2,4.2
COc1ccc(C(=O)CCN2CCN(c3ccccc3OC)CC2)cc1,-20.5,-3.6,0.4,4.5,-0.7,-27.1,nt,98.8,0.6,-3.4
O=S1(=O)CCOC[C@H](c2ccccc2)N1Cc1cccc(F)c1,0.0,-6.1,3.4,-8.7,-1.2,-0.9,nt,97.4,-1.6,0.5
CCOC(=O)C1=C(C)NC(=O)NC1C (stereo not given),-5.0,-2.0,-0.1,-4.6,-1.1,21.9,-1.7,104.9,-0.4,-2.5
CC1=CC2=NC(=O)CC(C)(C(=O)N(CC(=O)NC(C)(C)C)Cc3ccccc3)N2C=C1 (stereo not given),-1.1,4.1,0.9,1.1,-7.1,18.6,-3.0,101.0,-0.5,-2.4
Cc1ccc(OC(C)C(=O)Nc2ccc(S(=O)(=O)Nc3nccs3)cc2)cc1 (stereo not given),-1.7,-3.0,-1.8,1.3,-3.7,12.5,1.4,120.2,3.5,-1.0
COc1cccc(-c2cc(C(=O)N3CCN(c4ccccc4OC)CC3)no2)c1,0.0,-2.0,0.2,-8.3,-1.4,24.8,-4.4,97.6,-3.3,8.6
CC(=O)Nc1ccc(S(=O)(=O)NNC(=S)NCC2CCCO2)cc1 (stereo not given),-2.6,5.4,-0.6,0.6,-1.3,-9.7,-1.3,112.3,-0.3,-2.4
CCC(C)[C@@H](C(=O)Nc1ccc2c(c1)OCO2)N1Cc2ccccc2C1=O (stereo not given in full),1.4,nt,-0.2,-3.6,-0.1,14.1,nt,101.4,-0.9,-0.3
CC(C)n1c(C(O)c2ccc3c(c2)OCO3)nc2ccccc21 (stereo not given),1.8,-4.8,1.4,-8.3,-1.9,-5.8,0.6,83.8,-0.1,0.3
O=CN1CCN(C(=O)c2cccc3c2-c2ccccc2C3=O)CC1,-0.1,-2.9,-1.3,-4.4,-1.0,-8.1,-0.3,92.1,-3.3,2.0
CCOc1ccc(-n2c(O)c(/C=N/c3ccnn3Cc3ccncc3)c3ccccc3c2=O)cc1,-10.6,-4.7,-3.2,-1.1,-2.3,-11.0,-1.4,110.8,-1.5,-2.4
COc1ccc(Cl)cc1NC(=O)CN1CCC(NC(=O)C2CC2)CC1,-3.3,-4.3,0.4,2.7,-1.5,7.8,-3.1,105.1,0.0,-3.9
COc1ccc(CCNC(=O)CCNC(=O)c2ccccc2Cl)cc1,-0.9,-1.4,1.0,4.3,-2.8,2.9,-1.0,105.5,-4.6,-6.2
O=C(COC(=O)C1(c2cccc(F)c2)CCCC1)NCc1ccc2c(c1)OCO2,-3.3,-0.1,-1.0,-5.0,-0.1,21.8,-2.3,105.6,-1.0,4.4

3 of the entries above in order of the LANA DNA inh value, smallest number first.
SMILES,Keap1-Nrf2 PPI,CAL PDZ FP-2,LANA DNA inh,CAL PDZ FP-1,Arr AP2 block,NSD2 inh,Pemphigus Ab inh,DAGLB inh,V-ATPase pHluor
Cc1ccc(OC(C)C(=O)Nc2ccc(S(=O)(=O)Nc3nccs3)cc2)cc1 (stereo not given),-1.7,-3.0,-1.8,-3.7,12.5,1.4,120.2,3.5,-1.0
O=CN1CCN(C(=O)c2cccc3c2-c2ccccc2C3=O)CC1,-0.1,-2.9,-1.3,-1.0,-8.1,-0.3,92.1,-3.3,2.0
CC(C)n1c(C(O)c2ccc3c(c2)OCO3)nc2ccccc21 (stereo not given),1.8,-4.8,1.4,-1.9,-5.8,0.6,83.8,-0.1,0.3

Continuation.
compound,Keap1-Nrf2 PPI,CAL PDZ FP-2,LANA DNA inh,RTF Ca sens inh,CAL PDZ FP-1,Arr AP2 block,NSD2 inh,Pemphigus Ab inh,DAGLB inh,V-ATPase pHluor
COc1ccc(-c2csc(C3=C(O)CN(C(C)C)C3=N)n2)cc1OC,-2.5,3.2,-1.4,1.3,-0.6,-2.5,-1.7,96.5,3.0,0.3
O=C(C1=C[C@H](c2coc3ccccc3c2=O)C[C@H](OCCCCO)O1)N1CCN(Cc2ccc3c(c2)OCO3)CC1,-7.1,-1.4,-1.4,-7.2,-0.9,4.8,nt,100.2,-0.1,-4.0
CNC(=O)C1(CC(C)C)C=CCN1C(C)=O (stereo not given),3.2,-2.6,1.5,-7.6,-1.1,-10.2,nt,92.3,-4.7,-2.0
CC(C)c1onc(C(=O)Nc2cccnc2Cl)c1[N+](=O)[O-],-4.1,0.7,0.8,-1.4,-2.8,-0.1,2.3,88.8,-1.3,-1.0
CNCCC(Oc1ccccc1OC)c1ccccc1 (stereo not given),-2.6,-3.2,1.4,2.8,-0.4,-6.1,nt,113.2,-2.3,0.6
CCc1nc(SCC(N)=O)c2c(=O)n(C)c(=O)n(C)c2n1,-4.7,-4.7,1.0,-1.7,0.9,-7.0,nt,101.1,0.5,1.1
CCOC(=O)COn1c(=O)c(-c2cc3ccccc3o2)[n+]([O-])c2ccccc21,1.6,-1.5,4.3,-30.8,-2.0,7.4,-0.7,87.0,0.7,-2.6
COc1ccc(-c2nnn(CC(=O)NCc3ccc4c(c3)OCO4)n2)cc1OC,-1.6,nt,-1.0,-8.7,0.1,-0.5,-4.5,98.0,-1.4,-0.6
CC(C)CN(C(=O)Cn1nnc(-c2ccc(Cl)cc2)n1)C1CCS(=O)(=O)C1 (stereo not given),nt,nt,nt,nt,nt,nt,-1.2,103.7,2.8,0.5
Cc1sc(NC(=O)C2CCCO2)c(C(N)=O)c1C (stereo not given),2.4,-4.9,1.3,15.6,-0.5,16.8,-2.8,nt,-4.3,-1.4
CC(C)CCn1c(S(=O)(=O)O)nc2ccccc21,-11.1,-0.7,2.4,-0.6,-1.3,-6.2,0.2,94.5,0.3,nt
CN(C)CCCNC(=O)c1cc(Br)ccc1Cl,-0.7,12.5,2.4,-6.9,-0.3,2.1,2.9,nt,1.0,0.7
Cc1oc(-c2cccs2)nc1CN1CCN(C2CCCC2)C(CCO)C1 (stereo not given),-1.7,7.8,0.5,-3.3,1.3,15.5,51.9*,112.7,0.9,5.0
COc1cnc(-c2ccccn2)nc1Oc1ccc(F)cc1F,-6.5,-1.9,-1.5,-8.3,-3.2,18.9,0.0,95.0,-0.3,-2.1
O=C(CCN1C(=O)C2C3C=CC(C3)C2C1=O)Nc1c(F)cc(F)cc1Br (stereo not given),-0.3,6.7,0.1,5.9,-1.5,15.8,-1.0,nt,-5.7,0.9
O=C(C1=NN[C@@H]2C(=O)N(Cc3ccccc3)C(=O)[C@H]12)c1ccc([N+](=O)[O-])cc1,5.6,0.8,-0.4,-4.3,0.0,-6.3,2.9,nt,-0.8,3.8
CCOC(=O)N1CCN(C(=O)c2cccc(OC)c2O)CC1,-7.6,-6.7,2.4,-4.8,-1.2,2.8,4.3,105.1,0.3,0.4
O=S(=O)(c1ccc(F)cc1)N1CCN(CC(O)COCc2cccs2)CC1 (stereo not given),-8.2,-0.7,1.2,-1.3,-0.5,-5.9,-0.1,120.0,0.9,0.8
CC12CCC(c3n[nH]c(=S)nc31)C2(C)C (stereo not given),-2.3,2.8,-0.6,-11.0,0.8,0.0,-3.0,113.2,-2.0,-0.4
O=C(/C=C/c1ccco1)NC(=S)Nc1ccc(Cl)cn1,-4.1,-3.2,-0.3,-15.4,-2.3,-8.7,5.0,109.3,4.9,-1.8
Cc1c(C(C)CCCO)oc(=O)c2c1Oc1c(C)c(C(C)C[C@@H](C)O)oc(=O)c1C2 (stereo not given in full),1.8,0.5,0.1,0.9,0.5,-2.6,nt,104.4,-0.3,-4.7
COc1ccc(CN2CCNC(=O)C2CC(=O)NCc2cn3ccc(C)cc3n2)c(OC)c1 (stereo not given),3.7,4.9,0.7,9.6,0.3,13.0,2.6,98.2,-2.4,5.9
CC(=O)Nc1cccc(N=NN2CCOCC2)c1,-2.4,-0.1,-0.4,nt,-0.1,-5.6,2.7,101.9,nt,2.9
Nc1nnc(Sc2ccc(Cl)cc2[N+](=O)[O-])s1,2.2,2.0,0.2,-6.9,-2.8,18.6,2.4,89.3,-1.1,8.8
Cc1cc(S(=O)(=O)N(Cc2ccc(C(C)C)cc2)CC2CCCO2)ccc1-n1cnnn1 (stereo not given),-7.6,0.2,0.4,-10.7,-0.6,2.7,nt,91.8,-11.7,-1.4
S=C(NCCc1ccccc1)Nc1ccc(N2CCCCC2)cc1,3.2,0.3,1.7,-3.1,0.8,30.1,2.5,107.1,-2.3,-4.5
CC1(C)Cc2cccc(OCC(=O)NCCc3ccccc3)c2O1,-2.5,-6.4,-8.9,8.0,0.9,7.2,-1.8,97.3,-10.8,2.1
CC1(c2nnc(Cc3ccccc3)o2)CC(c2cccc(F)c2)=NO1 (stereo not given),1.3,0.6,-0.1,-10.0,0.0,11.0,nt,101.4,-1.1,-1.5
Cc1ccc(S(=O)(=O)NN2C(=O)c3ccccc3NC2(C)C)cc1,-1.1,-2.5,2.5,0.4,-0.6,-8.4,-2.0,nt,-0.8,0.9
CC(=O)c1cccc(NC(=O)/C=C/c2ccc(S(=O)(=O)N3CCOCC3)cc2)c1,-4.1,0.5,-0.6,-13.0,-2.5,3.5,0.7,112.3,-3.4,-6.7
Cc1cccc(OCC(=O)NCC(=O)N/N=C/c2ccc(N(C)C)cc2)c1,-3.5,7.9,0.2,-5.8,0.3,-5.5,-1.1,97.7,3.4,4.3
CC1(C)CC(=O)C2=C(C1)N(Cc1cccnc1)C(=O)C2(NC(=O)c1cccnc1)C(F)(F)F (stereo not given),2.6,4.2,-1.9,-20.2,-2.0,-0.5,2.3,97.2,1.5,0.8
